Source: PubChem
Vif-APOBEC3F blk: qHTS for Inhibitors of Vif-A3F Interactions: qHTS; 390,000 compounds, 0.2% hits; HeLa A3F-eYFP + Vif (tagged APOBEC3F with the HIV-1 protein that degrades it), YFP fluorescence increase; Potency, µM (series often up to 46.1 µM), inactives show at the top dose activity, negative = active; AID 602313, 2012; further: % of control where 0% means no effect; nearly all actives have a fitted effect of over 65% in size
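HeLa cells stably expressing Vif plus C-terminally eYFP-tagged A3F were seeded, incubated overnight at 37 deg C, dosed with compound, incubated overnight again at 37 deg C. Yellow fluorescence (Ex 488/Em 500-530) reported blocked Vif-mediated A3F-eYFP degradation.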
12-LOX inh: Primary qHTS assay for inhibitors of human arachidonate 12S-lipoxygenase (ALOX12): Round 2; Polyunsaturated fatty acid lipoxygenase ALOX12 (Homo sapiens), P18054; purified 12hLO, xylenol orange hydroperoxide absorbance; Potency, µM (doses to about 108 µM), inactives show at the highest dose activity change, negative = inhibition, hits mostly inhibitors; 580,000 compounds, 1.1% hits; AID 1671190, 2021; further: on the % scale 0 is the no-effect control and ±100 the full control effect
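Purified human 12hLO at 150 nM in 25 mM Hepes, 0.01% Triton X-100, pH 7.0, preincubated 15 min at room temperature with compound. Reaction started with 40 uM arachidonic acid, 30 min at room temperature. Hydroperoxide measured by Fe-xylenol orange, 573/405 nm absorbance ratio.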
mIDH1 inhibitor: qHTS for Inhibitors of mutant isocitrate dehydrogenase 1 (IDH1): qHTS | Isocitrate dehydrogenase [NADP] cytoplasmic (Homo sapiens), O75874 | IDH1-R132H enzyme, NADPH consumption, diaphorase/resazurin fluorescence | Potency, µM (doses to about 76.6 µM), for the others: top-dose activity change, negative = inhibition, most hits filed as inhibitors | 390,000 compounds, 0.093% hits | AID 602179, 2012; further: on the % scale 0 is the no-effect control and ±100 the full control effect; nearly all actives have a fitted effect of over 65% in size
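IDH1-R132H (0.5 ug/mL dispensed) in pH 7.5 Tris buffer was preincubated 30 min with compound, then given a substrate mix of 0.016 mM NADPH and 2 mM alpha-KG for 80 min at room temperature; remaining NADPH was read by diaphorase/resazurin fluorescence.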
RGS4 inhibitor: Inhibitors of Regulator of G Protein Signaling (RGS) 4: qHTS. Regulator of G-protein signaling 4 (Homo sapiens), P49798. Transcreener GDP fluorescence polarization, RGS4-accelerated GTP hydrolysis. Potency, µM (highest dose often 114 µM), without a hit: at the highest dose activity change, negative = inhibition, usual class: inhibitors. 390,000 compounds, 0.039% hits. AID 504845, 2011; further: on the % scale 0 is the no-effect control and ±100 the full control effect; nearly all actives have a fitted effect of over 75% in size; some results filed as inactive show a strong effect at the top dose
Target sequence (P49798 whole entry, looked up): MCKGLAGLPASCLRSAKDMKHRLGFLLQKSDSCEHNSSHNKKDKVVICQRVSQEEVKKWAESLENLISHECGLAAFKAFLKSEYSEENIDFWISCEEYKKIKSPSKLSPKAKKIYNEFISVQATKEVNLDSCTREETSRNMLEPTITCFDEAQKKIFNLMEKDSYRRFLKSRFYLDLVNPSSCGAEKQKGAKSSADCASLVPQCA
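MLSMR compounds (23 nl, pin-transferred) preincubated 10 min at room temperature with a 500nM (2x) first reagent, then RGS4 at 900nM (2x) plus Transcreener GDP mix added; fluorescence polarization (620/688 nm) read before and after 90 min at 30 °C.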
RXFP1 ag: qHTS Assay for Agonists of the Relaxin Receptor RXFP1 | 370,000 compounds, 0.3% hits | Relaxin receptor 1 (Homo sapiens), Q9HBX9 | Potency, µM (highest dose often 57.5 µM), inactives show at the highest dose activation, usual class: activators | AID 2676, 2010 | HEK293T-RXFP1 cAMP TR-FRET, 30 min; response scale: percent of porcine relaxin response, buffer zero; further: on the % scale 0 is the no-effect control and ±100 the full control effect; nearly all actives have a fitted effect of over 60% in size; many of its hits are not listed in these tables
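cAMP rise read by TR-FRET after 30 min, 37C compound exposure (up to 58 uM) in RXFP1-transfected HEK293 cells with Ro 20174 present. EC50 from Hill-equation fits, with 29 nM porcine relaxin as 100% and buffer as basal.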
rTrxR1 inhibitor: qHTS Assay for Inhibitors of Mammalian Selenoprotein Thioredoxin Reductase 1 (TrxR1): qHTS. Thioredoxin reductase 1, cytoplasmic (Rattus norvegicus), O89049. recombinant rTrxR1, NADPH fluorescence consumption, selenite substrate. Potency, µM (top dose mostly 114 µM), without a hit: at the top dose activity change, negative = inhibition, hits mostly inhibitors. 390,000 compounds, 1% hits; further: on the % scale 0 is the no-effect control and ±100 the full control effect; nearly all actives have a fitted effect of over 65% in size
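Rat TrxR1 (90 nM in the dispensed reagent) was pre-reduced with 400 uM NADPH for 5 min at room temperature, then incubated with compound for 15 min. After 400 uM selenite was added, NADPH fluorescence (Ex 340/Em 450 nm) was followed for 8 min.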
USP1 inh: Inhibitors of USP1/UAF1: Primary Screen; Ubiquitin carboxyl-terminal hydrolase 1 (Homo sapiens), O94782; recombinant USP1/UAF1, Ub-Rhodamine cleavage fluorescence; Potency, µM (doses to about 57.1 µM), inactives show at the top dose activity change, negative = inhibition, hits mostly inhibitors; 390,000 compounds, 0.23% hits; AID 743255, 2014; further: on the % scale 0 is the no-effect control and ±100 the full control effect; nearly all actives have a fitted effect of over 60% in size; inactives centre near -12
Target sequence (O94782 whole entry, looked up): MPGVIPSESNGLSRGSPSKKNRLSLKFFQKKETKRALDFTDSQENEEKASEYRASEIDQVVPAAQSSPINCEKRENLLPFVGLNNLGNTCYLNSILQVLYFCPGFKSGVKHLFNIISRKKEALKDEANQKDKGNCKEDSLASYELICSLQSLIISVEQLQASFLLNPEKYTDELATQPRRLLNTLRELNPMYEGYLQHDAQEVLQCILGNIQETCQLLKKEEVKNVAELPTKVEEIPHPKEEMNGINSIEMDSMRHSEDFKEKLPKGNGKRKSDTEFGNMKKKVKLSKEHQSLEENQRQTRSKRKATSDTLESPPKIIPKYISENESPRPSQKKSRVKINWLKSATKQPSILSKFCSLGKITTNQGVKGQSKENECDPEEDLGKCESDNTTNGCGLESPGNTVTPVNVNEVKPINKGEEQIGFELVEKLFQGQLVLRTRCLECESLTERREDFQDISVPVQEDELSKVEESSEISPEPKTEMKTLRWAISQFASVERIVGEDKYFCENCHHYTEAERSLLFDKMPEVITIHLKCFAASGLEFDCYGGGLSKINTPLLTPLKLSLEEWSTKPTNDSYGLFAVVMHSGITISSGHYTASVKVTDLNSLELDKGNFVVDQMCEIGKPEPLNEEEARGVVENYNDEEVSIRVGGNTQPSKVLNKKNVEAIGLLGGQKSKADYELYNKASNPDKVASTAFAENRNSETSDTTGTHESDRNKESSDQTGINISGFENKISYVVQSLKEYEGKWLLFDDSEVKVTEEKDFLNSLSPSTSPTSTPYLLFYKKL
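1 nM enzyme complex + cpd, 15 min RT; start with Ub-Rho 150nM final; kinetic fluorescence ex 480/em 540, 6 reads q60 s. Buffer 50mM HEPES pH 7.8, 0.5mM EDTA, 0.1 mg/ml BSA, 1mM TCEP, 0.01% Tween-20.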
Vif-APOBEC3G blk: qHTS for Inhibitors of Vif-A3G Interactions: qHTS. AID 602310, 2012. HeLa A3G-eYFP + Vif (tagged APOBEC3G with the HIV-1 protein that degrades it), YFP fluorescence, overnight. DNA dC->dU-editing enzyme APOBEC-3G (Homo sapiens), Q9HC16. Potency, µM (titrated, usually from 46.1 µM), for inactives: at the highest dose activity, negative = active, actives largely listed as inhibitors. 410,000 compounds, 0.076% hits;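 further: on the % scale 0 is the no-effect control and ±100 the full control effect; nearly all actives have a fitted effect of over 60% in size; hits raise eYFP signal because A3G escapes Vif-driven loss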
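HeLa cells stably expressing Vif and C-terminally eYFP-tagged A3G, seeded overnight at 37 deg C, then exposed to compound by pintool overnight at 37 deg C. Rise in yellow fluorescence (Ex 488/Em 500-530, Acumen) marks blocked Vif-driven A3G degradation.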
TrxR1 substrate: qHTS Assay for Substrates of Mammalian Selenoprotein Thioredoxin Reductase 1 (TrxR1): qHTS; 390,000 compounds, 0.01% hits; AID 588456, 2011; Thioredoxin reductase 1, cytoplasmic (Rattus norvegicus), O89049; Potency, µM (series often up to 114 µM), without a hit: at the top dose activity change, negative = substrate turnover; purified TrxR1 substrate turnover, NADPH consumption readout; further: on the % scale 0 is the no-effect control and ±100 the full control effect; nearly all actives have a fitted effect of over 50% in size
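Rat TrxR1, dispensed at 90 nM, was prereduced with 400 uM NADPH (final) for 5 min at ~22 deg C, then incubated with compound 15 min before 400 uM selenite. A first-read NADPH fluorescence drop versus no-compound background flagged substrates.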
An asterisk follows results filed as active; ? = inconclusive; / = no result given; [ ] = remark or other dose. The call rests on the fitted dose curve; in most records, active means well fitted curve in the direction sought with a large enough effect; inconclusive means small, poorly fitted or top-dose-only effect, or another doubt; inactive means no such curve, though single readings can be large; an effect the other way counts as inactive or inconclusive. Potency means the concentration at half of the fitted maximal effect. Some of the compounds tested; the hit share may differ from the screen's.

(1) Cc1nnc(Sc2cc(C(=O)NCCCOC(C)C)c3ccccc3n2)s1
(2) CN1CCN(NC(=S)NC2CCCC2)CC1
(3) CC(NC(=O)CN1C(=O)c2ccccc2C1=O)c1ccccc1 (stereo not given)
(4) COc1ccc(C(CNC(=O)c2c(C)nn(Cc3ccccc3)c2Cl)N2CCOCC2)cc1 (stereo not given)
(5) COc1cc(OC)cc(C(=O)NCC(=O)Nc2ccc(-c3ccccc3)cc2)c1
(6) Cc1ccc2nc(NC(=O)CSCc3ccccc3)sc2c1
screen / no.	1	2	3	4	5	6
Vif-APOBEC3F blk	6%	-5%	-6%	2%	1%	/
12-LOX inh	15%	-1%	0%	36%[activator]	-21%	-1%[57.4 µM]
mIDH1 inhibitor	0%	-8%	-8%	-6%	5%	-5%
RGS4 inhibitor	-33%[56.9 µM]	6%	6%	5%	-17%	-1%
RXFP1 ag	-2.5%	-0.9%	-1.3%	2.4%	1.7%	2.0%
rTrxR1 inhibitor	14%[57.1 µM]	11%	14%	3%	19%	14%
USP1 inh	-13%	-14%	-12%	-8%	-12%	-4%
Vif-APOBEC3G blk	6%	0%	0%	-4%	?	1%
TrxR1 substrate	-8%[57.1 µM]	6%	3%	-2%	5%	7%

(7) CN(C)Cc1ccccc1COc1ccccc1
(8) COc1cccc(OC)c1CNC(=O)CCSCc1ccccc1F
(9) CCC(C)N(C(=O)CSc1nncn1C)C1CCS(=O)(=O)C1 (stereo not given)
(10) Cc1ccc(C)c(N2CCN(C(=O)Cn3ncc4c(=O)oc5ccccc5c43)CC2)c1
(11) NS(=O)(=O)c1ccc(N/N=C/c2cn(-c3ccccc3)nc2-c2cccs2)c([N+](=O)[O-])c1
(12) C[C@]12CC[C@@H]3c4ccc(OC(=O)c5ccccc5)cc4CC[C@H]3[C@@H]1CC[C@@H]2O
screen / no.	7	8	9	10	11	12
Vif-APOBEC3F blk	11%	-16%	-2%	-14%	-31%	2%
12-LOX inh	10%	0%	-11%	2%	186%[activator]	6%
mIDH1 inhibitor	1%	21%	-4%	0%	1%	10%
RGS4 inhibitor	5%	-1%	4%	-13%	10%	-14%
RXFP1 ag	-2.4%	3.3%	/	0.1%	1.1%	3.3%
rTrxR1 inhibitor	-11%	6%[57.1 µM]	10%	?	10%[57.1 µM]	12%
USP1 inh	-4%	-7%	-6%	-8%	-4%	-10%
Vif-APOBEC3G blk	0%	-1%	0%	-1%	0%	-1%
TrxR1 substrate	-4%	7%[57.1 µM]	-4%	-1%	-2%[57.1 µM]	3%

(13) COc1ccc(C(=O)CCC(=O)O)cc1
(14) CCc1ccc(Nc2cnn(-c3nc4ccccc4s3)c(=O)c2Cl)cc1
(15) Fc1ccccc1OCCSc1nc2ccccc2o1
(16) O=c1cc(-c2ccccc2)nc2nc(COc3ccccc3)[nH]n12
(17) O=C(NC(=S)Nc1cccc2cc(O)ccc12)c1ccco1
(18) COc1ccccc1/C=C(/C(=O)NCCCn1ccnc1)c1ccccc1
screen / no.	13	14	15	16	17	18
Vif-APOBEC3F blk	-2%	1%	-9%	0%	2%	-4%
12-LOX inh	-1%	0%	-19%	2%	?	-5%
mIDH1 inhibitor	-1%	0%	11%	9%	-4%	8%
RGS4 inhibitor	-9%	-5%	6%	8%	-33%	6%
RXFP1 ag	2.7%	-0.3%	3.6%	-0.4%	3.4%	0.0%
rTrxR1 inhibitor	28%	-10%	11%[57.1 µM]	6%	79µM*	28%
USP1 inh	-25%	-6%	-18%	-18%	?	-19%
Vif-APOBEC3G blk	-1%	1%	-18%	-6%	-10%	0%
TrxR1 substrate	5%	-10%	-10%[57.1 µM]	-8%[57.1 µM]	-11%	3%

(19) O=C(NC(=S)Nc1ccccc1Br)c1ccc2c(c1)OCO2
(20) Cc1ccc(C(=O)NCCC2=CCCCC2)cc1S(=O)(=O)N1CCCCC1
(21) CC(C)[C@H](NC(=O)c1ccco1)C(=O)OCC(=O)Nc1cccc(F)c1
(22) O=C(COC(=O)Cn1cnc2ccccc21)Nc1ccc(Br)cc1
(23) O=C(CN1C(=O)/C(=C/c2ccccc2F)Oc2ccccc21)N1CCN(c2ccccn2)CC1
(24) C=CCOC(=O)C1=C[C@@H](c2csc3ccccc23)C[C@@H](OCCCCO)O1
screen / no.	19	20	21	22	23	24
Vif-APOBEC3F blk	2%	7%	0%	-12%	13%	-9%
12-LOX inh	?	-19%	8%	-3%	3%	?
mIDH1 inhibitor	1%	-1%	2%	1%	6%	-5%
RGS4 inhibitor	-30%	10%	6%	/	19%	-6%
RXFP1 ag	0.6%	-1.7%	0.6%	/	3.7%	/
rTrxR1 inhibitor	?	8%	19%[57.1 µM]	/	3%[57.1 µM]	-3%
USP1 inh	-15%	-1%	-9%	4%	2%	-27%
Vif-APOBEC3G blk	0%	0%	-1%	3%	1%	-5%
TrxR1 substrate	-13%	-5%	6%[57.1 µM]	/	42%	3%

(25) Nc1ccc(Cn2ccc3c4c(N)nc(N)nc4ccc32)cc1
(26) Cc1cc(C)c(C)c(S(=O)(=O)NCc2ccc(C(=O)NCC3CCCO3)cc2)c1C (stereo not given)
(27) Cc1cccc(C)c1NC(=O)NNC(=O)c1cc(C(C)(C)C)nn1Cc1ccccc1
(28) O=S(=O)(Nc1ccc(-c2nnc(SCc3ccc(Cl)cc3)o2)cc1)c1ccccc1
(29) CCn1c(=O)cc(SCC(=O)Nc2ccc3c(c2)OCCO3)c2ccccc21
(30) O=C(Nc1nc(-c2nc3ccccc3s2)cs1)C1CC1
screen / no.	25	26	27	28	29	30
Vif-APOBEC3F blk	0%	?	11%	?	-6%	-13%
12-LOX inh	?	2%	-12%	-15%	14%	3%
mIDH1 inhibitor	-2%	26%	6%	-4%	-4%	-4%
RGS4 inhibitor	-15%	0%	-30%	-23%	-20%	5%
RXFP1 ag	/	-1.1%	-3.2%	-0.4%	13%	2.5%
rTrxR1 inhibitor	15%[11.4 µM]	16%	30%[11.4 µM]	5%	17%	?
USP1 inh	-20%	-11%	-6%	-1%	-11%	-2%
Vif-APOBEC3G blk	?	-10%	-4%	-10%	0%	-19%
TrxR1 substrate	13%[57.1 µM]	1%	-20%[11.4 µM]	-5%	2%	-12%

Limited to Vif-APOBEC3G blk, rTrxR1 inhibitor and RXFP1 ag, for some of the entries so far:
| No. | canonical_smiles | Vif-APOBEC3G blk | rTrxR1 inhibitor | RXFP1 ag |
| --- | --- | --- | --- | --- |
| 28 | O=S(=O)(Nc1ccc(-c2nnc(SCc3ccc(Cl)cc3)o2)cc1)c1ccccc1 | -10% | 5% | -0.4% |
| 27 | Cc1cccc(C)c1NC(=O)NNC(=O)c1cc(C(C)(C)C)nn1Cc1ccccc1 | -4% | 30%[11.4 µM] | -3.2% |

Additional entries:
(31) Cc1ccc(-c2ccc(CN3C(CC(C)C)C(=O)N(Cc4cn(CC5CCCCC5)nn4)CCS3(=O)=O)cc2)cc1 (stereo not given)
(32) Clc1ccc2noc(-c3ccccc3)c2c1
(33) O=S(=O)(Cc1ccccc1)N1CCN(Cc2ccc3c(c2)OCO3)CC1
(34) CC1CN(C(=O)/C=C/c2ccc([N+](=O)[O-])s2)CC(C)O1 (stereo not given)
(35) CC1CCC(NC(=O)c2ccc3c(c2)N(Cc2ccccc2F)C(=O)c2ccccc2S3=O)CC1 (stereo not given)
(36) CS(=O)CC(O)(c1ccc(F)cc1)C1CC1 (stereo not given)
(37) CC(C)C(NC(=O)COc1ccc2ccccc2c1)C(=O)N/N=C/C=C/c1ccccc1 (stereo not given)
screen / no.	31	32	33	34	35	36	37
Vif-APOBEC3F blk	-2%	0%	/	7%	6%	1%	-18%
12-LOX inh	?	3%	-1%	-21%	-13%	-5%	8.9µM*
mIDH1 inhibitor	1%	-6%	5%	6%	6%	9%	9%
RGS4 inhibitor	/	7%	-34%	12%	-30%	/	12%
RXFP1 ag	/	0.7%	3.8%	2.7%	0.1%	/	1.1%
rTrxR1 inhibitor	/	17%	-3%	-23%	28%	/	33%
USP1 inh	-16%	-6%	-14%	-22%	-31%	-11%	-4%
Vif-APOBEC3G blk	3%	0%	-5%	?	0%	1%	-3%
TrxR1 substrate	/	6%	-4%	-14%	-1%	/	10%
